Source: PubChem
FBW7 activator: FBW7 E3 ligase activators, primary screen, biochemical, AlphaScreen, human | 650,000 compounds, 0.13% hits | normalized activity (activation), % at 26.1 µM | AID 1259310, 2017 | AlphaScreen FBW7–phospho-cyclin E peptide binding, activator screen; in the data active = normalized activity above about 1.9%;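 also: purified mutant Fbw7 with reduced substrate affinity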
Target sequence (Q969H0 whole entry, looked up): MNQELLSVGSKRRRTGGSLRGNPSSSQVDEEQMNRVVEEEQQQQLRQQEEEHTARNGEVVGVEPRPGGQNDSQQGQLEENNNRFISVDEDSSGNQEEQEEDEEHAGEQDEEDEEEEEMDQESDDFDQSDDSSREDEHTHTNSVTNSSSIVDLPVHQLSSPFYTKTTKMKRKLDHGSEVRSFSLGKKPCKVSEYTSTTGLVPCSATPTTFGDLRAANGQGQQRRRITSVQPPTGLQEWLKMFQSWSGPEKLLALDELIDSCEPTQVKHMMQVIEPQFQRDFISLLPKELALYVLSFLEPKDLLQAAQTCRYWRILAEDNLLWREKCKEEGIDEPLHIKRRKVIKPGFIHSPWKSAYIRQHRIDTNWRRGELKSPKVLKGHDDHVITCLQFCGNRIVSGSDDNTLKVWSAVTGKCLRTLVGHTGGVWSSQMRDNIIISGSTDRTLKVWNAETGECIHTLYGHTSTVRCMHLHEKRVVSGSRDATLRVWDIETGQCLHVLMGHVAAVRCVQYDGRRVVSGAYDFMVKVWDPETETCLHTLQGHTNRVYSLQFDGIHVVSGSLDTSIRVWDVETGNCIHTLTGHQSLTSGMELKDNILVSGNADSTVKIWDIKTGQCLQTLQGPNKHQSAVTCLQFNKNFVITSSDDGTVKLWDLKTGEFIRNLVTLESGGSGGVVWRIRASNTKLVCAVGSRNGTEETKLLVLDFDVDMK
MITF primary: MITF inhibitors, primary screen, biochemical, AlphaScreen, human. Microphthalmia-associated transcription factor (Homo sapiens), O75030. AlphaScreen MITF homodimerization, bead proximity signal. inhibition, % at 2.6 µM. 650,000 compounds, 0.91% hits. AID 1259374, 2018; in the data active = inhibition above about 50%;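 also: 0% = vehicle wells with protein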
GPR151 activ: activators of human GPR151, primary screen, cell-based, PathHunter beta-arrestin, luminescence | activation, % at 11.2 µM | 650,000 compounds, 1% hits | PathHunter beta-arrestin GPR151 cells; in the data active = activation above about 4.9%;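 also: 0% = median of compound wells and 100% = cells with positive control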
Target sequence (Q8TDV0 whole entry, looked up): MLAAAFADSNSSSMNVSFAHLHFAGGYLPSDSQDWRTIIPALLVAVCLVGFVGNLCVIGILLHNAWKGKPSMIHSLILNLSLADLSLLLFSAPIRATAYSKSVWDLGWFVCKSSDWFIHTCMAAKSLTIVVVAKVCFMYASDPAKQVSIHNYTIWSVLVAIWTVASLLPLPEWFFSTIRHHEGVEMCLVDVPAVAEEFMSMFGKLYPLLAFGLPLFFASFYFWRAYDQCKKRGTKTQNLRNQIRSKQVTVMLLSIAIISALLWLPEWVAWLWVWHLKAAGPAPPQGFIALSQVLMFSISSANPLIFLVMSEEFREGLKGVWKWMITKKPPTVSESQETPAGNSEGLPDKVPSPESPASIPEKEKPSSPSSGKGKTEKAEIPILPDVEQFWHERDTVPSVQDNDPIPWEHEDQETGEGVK
TEAD-YAP inh: TEAD-YAP interaction inhibition, primary screen, TEAD-YAP interaction inhibitor project, luminescence, HEK-TIYL cells; TEAD-Gal4/YAP UAS-luciferase luminescence; inhibition, % at 9.12 µM; 640,000 compounds, 1.4% hits; AID 1259422, 2018; in the data active = inhibition above about 32%;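 also: 0% = median of test compound wells and 100% = reference inhibitor wells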
The depositor's hits bear a star; / = no result given. Hits appear at their usual frequency; overall some 3.4% were active at least once.

structure	GPR151 activ	MITF primary	FBW7 activator	TEAD-YAP inh
O=C(Oc1ccc(C(=S)N2CCOCC2)cc1)c1ccc(F)cc1	1.9	20	0.3	-6
CCCC(CCC)C(=O)Nc1cccc(-c2nc3cccnc3s2)c1C	0.6	20	0.0	0
COC(=O)C1=C(N)N(c2ccc(F)cc2)C2=C(C(=O)CCC2)C1c1ccc(Br)cc1 (stereo not given)	-1.3	2	0.0	-7
COc1ccc(Br)cc1/C=N/NC(=O)c1ccccc1O	1.1	13	0.1	-21
Cc1cc2nnc(SCC(=O)Nc3cccc(F)c3)n2c(N)n1	-0.8	-7	0.0	3
O=C(NC1CCCCC1)/C(=C/c1ccc2c(c1)OCO2)NC(=O)c1ccc(Br)cc1	1.3	13	-0.2	-2
Cc1nn(Cc2ccc(Br)cc2)c(C)c1NC(=O)c1nn(C)cc1Cl	0.4	-7	-0.1	9
COc1ccc2c(CC(=O)OCC(=O)c3ccc(Cl)cc3)coc2c1	1.0	6	0.0	1
COC(=O)c1cc(NC(=O)CSc2nc(=S)c3ccccc3[nH]2)cc(C(=O)OC)c1	1.0	-2	0.1	-2
COC(=O)c1ccc(C(=O)NC23CC4CC(CC(C4)C2)C3)cc1	-0.2	22	1.1	0
Nc1ccccc1-c1nc2ccccc2[nH]c1=O	5.9*	4	-0.1	-55
O=C1Nc2ccc(Br)cc2/C1=C/c1ccc(-c2ccc(F)cc2)o1	-0.3	13	0.2	11
CCOc1cc(C2NC(=O)NC(C)=C2C(=O)Nc2ccccc2OC)cc(Cl)c1O (stereo not given)	0.4	-7	0.0	-6
COc1ccc(NC(=O)Cn2nnc(-c3ccccc3NC(=O)c3ccccc3)n2)cc1	-0.1	-1	0.0	7
CC1=NN(c2cccc(Cl)c2)C(=O)/C1=C/c1cn(Cc2ccc(Cl)cc2Cl)nc1-c1ccccc1	-0.1	4	-0.2	-3
COC(CNC(=O)c1c[nH]c2ccc(S(=O)(=O)N(C)c3ccc(C)c(C)c3)cc2c1=O)OC	2.4	1	-0.1	14

Exported with values under each structure: part of the list above.
Below each compound – GPR151 activ	MITF primary	FBW7 activator	TEAD-YAP inh
CC1=NN(c2cccc(Cl)c2)C(=O)/C1=C/c1cn(Cc2ccc(Cl)cc2Cl)nc1-c1ccccc1
→ -0.1	4	-0.2	-3
COC(CNC(=O)c1c[nH]c2ccc(S(=O)(=O)N(C)c3ccc(C)c(C)c3)cc2c1=O)OC
→ 2.4	1	-0.1	14

Next part:
structure	GPR151 activ	MITF primary	FBW7 activator	TEAD-YAP inh
COc1cccc(C2C3=C(CC(c4ccccc4)CC3=O)Nc3cc(Cl)ccc3N2C(=O)/C=C/c2ccccc2)c1 (stereo not given)	-0.3	-2	-0.1	-2
Nc1c(C(=O)NCCc2ccc(Cl)cc2)nnn1-c1ccc2c(c1)OCCO2	1.7	-3	0.1	3
COc1ccc(/C=C2\N=C(c3ccc(Cl)cc3Cl)OC2=O)cc1OC	-0.2	9	0.4	17
Cc1cc(NC(=O)CSc2nc(=O)n3ccccc3n2)no1	0.9	3	0.1	-4
O=C(Nc1c2c(nn1-c1cccc(Cl)c1)CS(=O)C2)C1(c2ccc(Cl)cc2)CCCC1 (stereo not given)	-1.6	10	0.0	-3
COc1ccc(C2C=C(c3ccc(F)cc3)Nc3nnnn32)cc1OCc1ccccc1 (stereo not given)	-2.2	-1	0.0	7
CN(C(=O)COc1cc(=O)n(C)c2ccccc12)c1cccc(Cl)c1	1.9	-14	-0.1	3
O=C(Nc1cc(O)cc([N+](=O)[O-])c1)c1nn2c(C(F)(F)F)cc(-c3cccs3)nc2c1Cl	0.7	1	0.0	6

Limited to FBW7 activator, GPR151 activ and TEAD-YAP inh, for some of the entries so far:
SMILES	FBW7 activator	GPR151 activ	TEAD-YAP inh
COc1ccc(/C=C2\N=C(c3ccc(Cl)cc3Cl)OC2=O)cc1OC	0.4	-0.2	17
Cc1cc(NC(=O)CSc2nc(=O)n3ccccc3n2)no1	0.1	0.9	-4
CN(C(=O)COc1cc(=O)n(C)c2ccccc12)c1cccc(Cl)c1	-0.1	1.9	3
COc1ccc(C2C=C(c3ccc(F)cc3)Nc3nnnn32)cc1OCc1ccccc1 (stereo not given)	0.0	-2.2	7
COc1cccc(C2C3=C(CC(c4ccccc4)CC3=O)Nc3cc(Cl)ccc3N2C(=O)/C=C/c2ccccc2)c1 (stereo not given)	-0.1	-0.3	-2
O=C(Nc1c2c(nn1-c1cccc(Cl)c1)CS(=O)C2)C1(c2ccc(Cl)cc2)CCCC1 (stereo not given)	0.0	-1.6	-3
Nc1c(C(=O)NCCc2ccc(Cl)cc2)nnn1-c1ccc2c(c1)OCCO2	0.1	1.7	3

Going on with the list.
structure	GPR151 activ	MITF primary	FBW7 activator	TEAD-YAP inh
COc1ccccc1-c1cc(N)n(S(=O)(=O)c2ccc(F)c(Cl)c2)n1	0.5	19	0.4	5
CC1CCN(CCCNc2cc(NCCO)c([N+](=O)[O-])c3nonc23)CC1	-0.7	8	0.2	13
COc1cccc(C(=O)Nc2cccc(F)c2)c1OC	-0.9	-4	0.0	-48
Cn1c(=O)[nH]c(=O)c2c1nc(N1CCOCC1)n2CCN1CCOCC1	-1.4	0	0.0	1
CC(NC(=O)CNC(=S)N(Cc1cccs1)C1CCCC1)c1ccccc1 (stereo not given)	-2.2	45	-0.2	0
Cc1ccc(S(=O)(=O)N2CCc3nc(N4CCCC4)[nH]c(=O)c3C2)cc1	1.2	-3	0.1	12
CCN1C(=O)N[C@@H](c2cccc(C(F)(F)F)c2)C(C(=O)OC)=C1C	1.0	-4	-0.1	/
COc1cc(Br)cc(C=Nc2ccc(Cl)c(S(=O)(=O)N(C)C)c2)c1O	0.6	-9	-0.1	4
CC1(C)C(=O)OC2(c3ccc(Br)cc3)C1OC(=O)C2(C)C (stereo not given)	-0.5	8	0.0	-11
O=C1C(Cl)=C(NC2CCCCC2)C(=O)N1Cc1ccccc1	0.1	-11	0.9	-3
CCOC(=O)C(CCCCCOc1cccc(OC)c1)C(=O)OCC	-0.2	-36	0.3	12
O=C1Cc2cc(S(=O)(=O)NCCCc3ccccc3)cc3c2N1CCC3	0.5	4	0.3	7
O=C(CCCN1C(=O)c2cccc3cccc(c23)C1=O)N1CCC(CN2C(=O)c3cccc4cccc(c34)C2=O)CC1	0.0	5	0.0	1
O=C1/C(=C\c2cccc(Br)c2)NC(=S)N1CNc1ccc(Br)cc1	-1.7	4	0.0	2
C=CCNC(=O)c1ccccc1NC(=O)c1ccccc1I	-1.1	-3	0.0	7
CO[C@H]1O[C@H](COC(c2ccccc2)(c2ccccc2)c2ccccc2)[C@@H](O)[C@H](O)[C@H]1O	0.7	-13	0.0	-6
O=C(Nc1ccc(-c2cscn2)cc1)C1CCCN(Cc2ccsc2)C1 (stereo not given)	0.7	6	-0.1	0
COc1ccc(N2CCN(c3nc(C)nc4sc(C)c(C)c34)CC2)cc1	2.4	12	0.0	13
Cn1c(C(=O)N2CCCc3ccccc32)cc2c(=O)n3ccccc3nc21	-0.4	0	-0.1	-5
COc1cccc(-c2cn3c4c(=O)n(C)c(=O)n(C)c4nc3n2-c2ccc(OC(F)(F)F)cc2)c1	1.0	1	-0.2	-4
COc1ccc(-c2cn3cccnc3n2)cc1NC(=O)c1c(F)cccc1F	-2.2	17	0.9	-3
Cc1cc(=O)[nH]c(SCC(=O)N(C)C2CCCCC2)n1	2.8	9	-0.1	-18
Nn1cnn2c(SCC(=O)Nc3ccc(S(N)(=O)=O)cc3)nnc12	-0.3	2	-0.1	9
c1ccc(CNc2nc3nonc3nc2N2CCC(OCc3ccccn3)CC2)cc1	1.7	5	-0.2	-7
COc1ccc(-c2nc(Nc3ccc(N4CCOCC4)cc3)c3ncn(Cc4ccc(C(F)(F)F)cc4)c3n2)cc1	12*	-1	-0.1	9
CCCC(C)NC(=O)c1c(-c2ccccc2Cl)noc1C (stereo not given)	0.5	-10	0.0	2
Nc1cccc(-c2nc(NCc3cccc(C(F)(F)F)c3)c3ncn(C4CCCCC4)c3n2)c1	-0.5	11	-0.1	-10
Cc1ncc2c(N3CCOCC3)nc3ccccc3n12	0.4	-9	-0.1	-6
CC(C)(C)c1ccc(-c2nc3ccccc3c(=O)n2NC(=O)c2ccc(Br)cc2)cc1	0.2	-7	-0.1	19
Cc1ccc(F)cc1NC(=O)C1Cc2ccccc2CN1C(=O)c1ccco1 (stereo not given)	-0.3	-5	-0.1	-7
COc1ccc(C(=O)NNc2nc3ccc(C)cc3s2)c(OC)c1	1.4	4	0.2	-12
O=C(COc1ccc([N+](=O)[O-])cc1)NNC(=O)C1CCCCC1C(=O)O (stereo not given)	-0.6	-6	-0.1	4
O=C(Nc1cnc2ccccc2c1)c1cc2nc(-c3cccs3)cc(C(F)(F)F)n2n1	-0.8	13	0.3	-5
Cn1c(Nc2ncc(C(=O)NC3CC3)s2)nc2ccccc21	-6.3	13	-0.2	-8
O=[N+]([O-])c1cc(S(=O)(=O)N2CCCCC2)ccc1Sc1nnc2ccccn12	0.5	9	0.0	1
COc1cccc(-c2cnc3c(Nc4ccccc4)nccn23)c1	-1.6	11	0.1	8
COc1cc(Cl)cc(C(c2c(C)[nH]c3ccccc23)c2c(C)[nH]c3ccccc23)c1O	-0.4	-4	-0.1	-4
C=CCSc1nnc2n(CC)c(=O)c3c(n12)-c1ccccc1CC31CCCCC1	1.7	-4	0.1	8
CCOC(=O)CCCNC(=O)COC(=O)c1cc(C(=O)OC)cc([N+](=O)[O-])c1	-0.3	1	-0.2	-10
O=C(OOC(=O)c1ccccc1)c1ccccc1	-0.5	22	0.2	1
Cc1ccccc1N=c1sc(C2=c3ccccc3=NC2=O)c(O)n1-c1ccccc1C	1.0	14	0.0	0
CCCCSc1nnc2c(n1)OC(c1ccccc1Cl)Nc1ccccc1-2 (stereo not given)	0.4	-4	0.0	-9
COc1ccc(/C=N/N2C(=O)C3C4C=CC(C5CC45)C3C2=O)cc1[N+](=O)[O-] (stereo not given)	1.7	-1	0.0	6
COCCn1c(O)c(/C=N/N=C2/C(=O)N(C)c3ccccc32)c(=O)[nH]c1=S	0.6	6	0.3	-3
COc1ccc(C[C@@H]2NC(=O)[C@H]3CN(Cc4ccc(C)cc4C)CCN3C2=O)cc1	-0.6	23	0.6	2
C=CCN1C(=O)C2C(C(=O)NC)C3C=CC2(O3)C1C(=O)NC1CCCCC1 (stereo not given)	0.0	1	-0.2	-8
CCOc1ccc(NC(=O)CSc2nnc(-c3ccccc3Cl)n2N)cc1	-0.2	1	0.1	-6
Cn1c(N)c(C(=O)COC(=O)c2c3ccccc3cc3ccccc23)c(=O)n(C)c1=O	0.1	-4	0.0	-5
O=C(CSc1cn(CC(=O)N2CCOCC2)c2ccccc12)Nc1cccc(F)c1	-0.1	-3	0.2	-4
CCC(C(=O)NCc1cccc(Cl)c1)n1c2ccccc2c2nc(=O)cc(C)n21 (stereo not given)	1.0	14	0.3	6
Cc1cc(C)c(NC(=O)CS(=O)CC(=O)NCCN2CCCCCC2)c(C)c1 (stereo not given)	0.9	6	0.1	5
CC(C)(C)OC(=O)N1CCC[C@@H]([C@H](O)c2nccs2)C1	-0.4	14	0.1	6
COC(=O)C1=C(C)N(c2cc(C)cc(C)c2)/C(=C/c2ccco2)C1=O	0.5	-2	-0.4	-7
COC(=O)c1c(-c2ccc(F)cc2)csc1NC(=O)c1cccnc1	-0.5	-5	0.3	-43
COc1ccc(NC(=O)COc2ccc(C)cc2)cc1	0.9	-5	0.0	-12
COc1cc(C(=O)OCCN=C2NS(=O)(=O)c3ccccc32)cc(OC)c1OC	-1.3	10	-0.1	11

(list continues)
structure	GPR151 activ	MITF primary	FBW7 activator	TEAD-YAP inh
CC1C(=O)NN=C1C(=O)N/N=C/c1cccs1 (stereo not given)	-2.9	5	0.0	32*
CC1CCc2c(sc(NC(=O)CN3CCN(C(=O)C4CC4)CC3)c2C(N)=O)C1 (stereo not given)	0.2	-8	0.0	-7
COc1ccc(C(=O)Nc2ccccc2C(N)=O)cc1Cl	-3.2	10	0.1	-62
c1ccc2c(c1)nc1nc3c(c(NCCN4CCOCC4)n12)CCC3	0.6	1	-0.3	-1
COc1cc(/C=C2\NC(=O)N(Cc3ccc(Cl)cc3)C2=O)ccc1OCC(=O)O	1.1	-6	-0.1	-5
O=C(COc1ccccc1)N=C1N=C2C=CC(Cl)=CN2Cc2ccccc21	-5.6	-12	0.0	-52
COc1ccc(S(=O)(=O)NCC(c2cccnc2)N2CCN(c3ccccc3F)CC2)cc1C (stereo not given)	0.5	-4	-0.1	2
COc1cccc(-c2nc(-c3ccccc3)c(-c3cccs3)[nH]2)c1	1.0	13	-0.1	11
COc1ccc(/C=C/C(=O)N2CCc3ccccc3C2)cc1	-0.3	-15	-0.1	-5
COc1cccc(C(=O)Nc2c3c(nn2-c2ccc([N+](=O)[O-])cc2)CS(=O)(=O)C3)c1	-1.6	9	0.8	5
O=C(COC(=O)c1ccc(N2C(=O)CCC2=O)cc1)Nc1nc2ccccc2s1	-0.8	15	0.1	-7
CCc1cccc(CC)c1NC(=O)CN1C(=O)NC2(CCCCC2C)C1=O (stereo not given)	6.2*	-5	-0.1	0
CCC(C)c1ccc(NC(=O)CC(C)=O)cc1 (stereo not given)	1.0	-12	-0.1	-14
O=C1CCC(C(=O)NCc2ccccn2)=NN1	0.8	-7	0.1	1
O=C1c2ccccc2NC2(CCCCC2)N1NS(=O)(=O)c1ccccc1	-0.9	5	0.0	0
N#C/C(=C/c1ccccc1[N+](=O)[O-])c1ccc(F)cc1	1.1	11	-0.3	9
